# GRK2 aptamer HTS: inhibitors of human GRK2 displacing RNA aptamer; P25098; bead flow cytometry, FAM-aptamer displacement from GRK2; inhibition of aptamer binding, % at 10 µM; 330,000 tested, 0.59% active; AID 488847;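 active means inhibition of aptamer binding above 40%, roughly 3 SD of noise, on plates passing a quality check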;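 further: median bead fluorescence of bound FAM aptamer so fluorescent compounds give negative values; no value below 0 was filed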
# VLA-4 inh: inhibition in a human VLA-4 binding assay; P13612; VLA-4 expressing cells, ligand binding flow cytometry; inhibition, % (about 7 µM as worked out from the volumes in the protocol); 330,000 tested, 0.2% active; AID 2557; in the data active means inhibition above about 50%
# Target sequence (P13612 whole entry, looked up): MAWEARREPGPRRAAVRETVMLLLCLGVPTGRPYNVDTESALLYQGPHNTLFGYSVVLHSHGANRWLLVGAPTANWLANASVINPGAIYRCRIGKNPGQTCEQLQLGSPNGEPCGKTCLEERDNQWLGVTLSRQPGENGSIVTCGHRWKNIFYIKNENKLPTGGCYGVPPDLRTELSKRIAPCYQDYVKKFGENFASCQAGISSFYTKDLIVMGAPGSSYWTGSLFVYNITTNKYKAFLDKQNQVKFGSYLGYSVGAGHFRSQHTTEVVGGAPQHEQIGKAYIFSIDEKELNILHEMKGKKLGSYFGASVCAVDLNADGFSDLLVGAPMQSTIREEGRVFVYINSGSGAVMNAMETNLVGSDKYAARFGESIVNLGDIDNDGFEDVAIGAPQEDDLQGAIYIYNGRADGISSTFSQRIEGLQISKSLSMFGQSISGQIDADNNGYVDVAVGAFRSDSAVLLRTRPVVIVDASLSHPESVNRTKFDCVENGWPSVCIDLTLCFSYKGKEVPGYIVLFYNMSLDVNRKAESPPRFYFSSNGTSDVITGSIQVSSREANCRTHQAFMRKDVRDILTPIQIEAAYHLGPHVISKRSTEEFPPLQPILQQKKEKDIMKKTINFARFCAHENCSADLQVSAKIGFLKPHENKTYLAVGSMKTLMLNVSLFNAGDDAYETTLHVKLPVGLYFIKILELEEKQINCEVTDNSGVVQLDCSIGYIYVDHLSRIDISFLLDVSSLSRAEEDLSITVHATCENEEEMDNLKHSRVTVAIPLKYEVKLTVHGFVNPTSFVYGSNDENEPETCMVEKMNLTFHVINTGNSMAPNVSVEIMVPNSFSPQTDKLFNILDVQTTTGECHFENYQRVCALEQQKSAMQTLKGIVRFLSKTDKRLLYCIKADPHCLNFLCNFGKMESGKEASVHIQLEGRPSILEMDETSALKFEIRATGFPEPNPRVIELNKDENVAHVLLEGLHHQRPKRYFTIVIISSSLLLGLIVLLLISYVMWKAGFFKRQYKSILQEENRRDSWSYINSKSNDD
# AGP1-GFP MLPCN: modulators of TOR pathway AGP1-GFP in S. cerevisiae; S. cerevisiae AGP1-GFP multiplex flow cytometry, 3 h; GFP as percent of DMSO wells; GFP response vs DMSO, % at 10 µM; 320,000 tested, 0.02% active; AID 2066;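 active means GFP response relative to DMSO above a set limit, near screen average plus 3 SD, cut at about 150% in these data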;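 further: median GFP channel fluorescence of the gated AGP1 strain per well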
# Fam108B inh: blocks mouse Fam108B hydrolase in RBBP9 counter-screen; recombinant Fam108B, FP-Rh probe fluorescence polarization; inhibition, % at 9.51 µM; 300,000 tested, 0.33% active; AID 1947;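 active means inhibition above the screen mean inhibition plus 3 SD, computed separately per campaign, cut at about 18% in these data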;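 further: inhibitors lower polarization as less probe binds the enzyme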
# BCLXL inh: blocks human Bcl-xL binding to Bim BH3 peptide; Q07817; inhibition, % at 10.9 µM; AID 2129; GST-Bcl-xL / FITC-Bim BH3 peptide fluorescence polarization; 320,000 tested, 0.7% active;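 active means inhibition above the mean of all tested compounds plus 3 SD, cutoff set per campaign, cut at about 30% in these data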;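 further: 0% = DMSO wells and 100% = unlabeled Bim-BH3 peptide competitor; inhibitors lower millipolarization by displacing the labeled peptide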
# CIT2-GFP yeast: modulators of TOR pathway CIT2-GFP in S. cerevisiae | AID 2029 | S. cerevisiae CIT2-GFP strain, flow cytometry, 3 h; 100 means same as DMSO wells | GFP response vs DMSO, % at 10 µM | 320,000 tested, 0.065% active;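 active means GFP response relative to DMSO above a set limit, near the screen mean plus 3 SD, cut at about 150% in these data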;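 further: ratio of well median GFP fluorescence to mean of DMSO wells on the plate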
# MCL1-BIM inh: MCL1-BIM-BH3 interaction inhibition (human) | AID 2057 | Q07820 | 320,000 tested, 0.68% active | inhibition, % at 10.9 µM | GST-MCL1 / FITC-Bim-BH3 fluorescence polarization;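 active means inhibition above the mean inhibition of all tested compounds plus 3 SD, set per campaign, cut at about 40% in these data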;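 further: 0% = DMSO wells and 100% = unlabeled Bim-BH3 peptide control; higher means more loss of mP so more displacement of Bim peptide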
# MEX-5 binding: C. elegans MEX-5 TCR-2 RNA binding activity; 300,000 tested, 0.38% active; MEX-5/FITC-TCR2 RNA binding, fluorescence polarization; stronger effect = lower value; activity score (negative = inhibition of binding), % at 10 µM;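 active means inhibition past about -25% in most replicates, and total fluorescence under double the plate's negative control median, limit read from the data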;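 further: 0% = DMSO and -100% = 5 µM competing unlabeled TCR2 RNA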
# GLD-1 RNA inh: GLD-1-TGE RNA interaction inhibition (C. elegans); Q17339; purified GLD-1 + fluorescein TGE RNA, fluorescence polarization; inhibition, % at 5.96 µM; 320,000 tested, 0.44% active;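 active means percent inhibition above a per-plate cutoff, the plate mean of test compounds plus 3 SD, cut at about 30% in these data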;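 further: 0% = DMSO wells with GLD-1 and probe and 100% = wells lacking GLD-1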
# * hit, by the source's call; nt = not tested or not shown.
1: Cn1c(NC(=O)Cc2cccc3ccccc23)cc(=O)n(C)c1=O
2: CN(C(=O)CC1C(=O)NCCN1C/C=C/c1ccccc1)C1CCOCC1 (centres undefined)
3: Oc1ccc(/C=N/Nc2nc(-c3cccnc3)nc3ccccc23)c(O)c1
4: CCc1nnc(NC(=O)/C=C/c2ccco2)s1
5: Cc1c(C)n(CCC(=O)O)c2ccccc12
6: CC(=O)CC(C)(C)S(=O)(=O)c1ccc(Oc2ccc(S(=O)(=O)C(C)(C)CC(C)=O)cc2)cc1
Assay by compound	1	2	3	4	5	6
GRK2 aptamer HTS	2	1	0	1	2	3
VLA-4 inh	3	-25	-16	3	-7	13
AGP1-GFP MLPCN	102	100	98	99	96	85
Fam108B inh	1	-5	52*	1	3	1
BCLXL inh	3	6	-18	6	9	3
CIT2-GFP yeast	93	100	109	108	101	87
MCL1-BIM inh	3	3	-17	7	14	5
MEX-5 binding	0.5	0.6	1.6	-0.2	-0.5	-2.2
GLD-1 RNA inh	4	2	-26	-3	-2	3

7: N#CC1(c2ccc(NC(=O)c3ccccc3F)cc2)CCCC1
8: COc1ccc(/C=N/NC(=O)c2ccc(CSc3nncn3C)cc2)cc1OC
9: CCOc1cccc2sc(N(CCCN(C)C)C(=O)c3ccc(S(=O)(=O)N4CCCCCC4)cc3)nc12
10: CCn1c(C)cc(/C=C2/SC(=S)NC2=O)c1C
11: CNC(=O)NC(=O)C(OC(=O)Cc1cccc(C(F)(F)F)c1)c1ccccc1 (centres undefined)
12: O=S(=O)(NCc1ccco1)c1ccc(Cl)s1
Assay by compound	7	8	9	10	11	12
GRK2 aptamer HTS	0	3	0	0	0	2
VLA-4 inh	5	3	6	nt	3	1
AGP1-GFP MLPCN	106	112	101	108	98	94
Fam108B inh	-1	2	2	3	1	nt
BCLXL inh	5	3	8	-28	7	nt
CIT2-GFP yeast	97	100	105	115	97	94
MCL1-BIM inh	4	-5	9	-66	-5	nt
MEX-5 binding	2.1	2.9	-4.1	0.0	3.1	nt
GLD-1 RNA inh	3	-3	-6	-63	2	6

13: O=C(CSc1nc2ccccc2o1)N/N=C/c1ccc(O)c(O)c1
14: O=C(CSc1nnc2sc3ccccc3n12)c1ccco1
15: O=C1c2ccccc2C(=O)N1n1cccc1
16: CC(=O)Nc1ccc(S(=O)(=O)NC(CC(=O)O)c2ccc(OC(C)C)cc2)cc1 (centres undefined)
17: CC(NC(=O)c1cc(=O)[nH]c2ccc(Br)cc12)c1ccccc1 (centres undefined)
18: Cn1nc(OCC(N)=O)ccc1=O
Assay by compound	13	14	15	16	17	18
GRK2 aptamer HTS	2	0	3	1	2	0
VLA-4 inh	14	15	14	2	-11	12
AGP1-GFP MLPCN	102	80	106	90	99	99
Fam108B inh	1	0	0	2	1	1
BCLXL inh	4	-6	6	0	5	2
CIT2-GFP yeast	85	67	130	87	99	98
MCL1-BIM inh	21	-4	6	6	10	-1
MEX-5 binding	-5.0	-0.9	1.5	0.2	1.0	-0.2
GLD-1 RNA inh	8	2	2	4	4	-3

# Single records (already shown). Order of screens: GRK2 aptamer HTS, VLA-4 inh, AGP1-GFP MLPCN, Fam108B inh, BCLXL inh, CIT2-GFP yeast, MCL1-BIM inh, MEX-5 binding, GLD-1 RNA inh
# Entry for O=C1c2ccccc2C(=O)N1n1cccc1 : 3, 14, 106, 0, 6, 130, 6, 1.5, 2
# Entry for Cn1nc(OCC(N)=O)ccc1=O : 0, 12, 99, 1, 2, 98, -1, -0.2, -3
# Entry for CC(NC(=O)c1cc(=O)[nH]c2ccc(Br)cc12)c1ccccc1 (centres undefined) : 2, -11, 99, 1, 5, 99, 10, 1.0, 4

# (more compounds)
19: COc1ccccc1N1CCN(C2CCN(C(=O)COc3ccccc3)CC2)CC1
20: COCCN(CCOC)S(=O)(=O)c1ccc(C(=O)Nc2nnc(COC)o2)cc1
21: Cc1cccc(NC(=O)C2CCCN(c3nc(C)cc(C)n3)C2)c1 (centres undefined)
22: CCOc1ccccc1N1CCN(c2nc3ccccc3nc2C(C#N)C(=O)OC)CC1 (centres undefined)
23: COc1cc(OC)c(N(C)C(=O)CCNC(=O)Cn2cnc3ccccc3c2=O)cc1Cl
24: COc1ccc(N2CCN(C(=O)CCC(=O)NNc3nc4ccccc4c4nc(C)nn34)CC2)cc1
Assay by compound	19	20	21	22	23	24
GRK2 aptamer HTS	0	1	1	1	0	1
VLA-4 inh	16	11	3	3	9	2
AGP1-GFP MLPCN	107	104	89	97	98	99
Fam108B inh	-1	0	-3	-1	1	-2
BCLXL inh	2	3	-1	2	1	9
CIT2-GFP yeast	103	105	98	96	98	99
MCL1-BIM inh	6	-4	4	-1	-1	7
MEX-5 binding	0.8	-0.1	-0.2	-2.7	-1.0	-9.9
GLD-1 RNA inh	7	7	6	-6	5	9

# Reformatted: results already given.
entry | mol | GRK2 aptamer HTS | VLA-4 inh | AGP1-GFP MLPCN | Fam108B inh | BCLXL inh | CIT2-GFP yeast | MCL1-BIM inh | MEX-5 binding | GLD-1 RNA inh
23 | COc1cc(OC)c(N(C)C(=O)CCNC(=O)Cn2cnc3ccccc3c2=O)cc1Cl | 0 | 9 | 98 | 1 | 1 | 98 | -1 | -1.0 | 5
24 | COc1ccc(N2CCN(C(=O)CCC(=O)NNc3nc4ccccc4c4nc(C)nn34)CC2)cc1 | 1 | 2 | 99 | -2 | 9 | 99 | 7 | -9.9 | 9

# More compounds follow:
25: Cc1cc(OCC#N)nc(N)n1
26: CC(=O)c1oc2ccccc2c1NC(=O)CN1CCCCC1
27: O=C(Nc1nsc(-c2ccccc2)n1)c1ccncc1
28: C/C(=N\Nc1ccc(Cl)c(C(=O)O)c1)c1ccc2c(c1)OCO2
29: COc1ccccc1CN1[C@@H](CC(C)=O)c2cc(C(F)(F)F)ccc2S1(=O)=O
30: Cc1ccc(-c2cc(-c3n[nH]c(=S)n3C)c3ccccc3n2)cc1
Assay by compound	25	26	27	28	29	30
GRK2 aptamer HTS	0	3	0	2	1	2
VLA-4 inh	0	-9	4	0	-5	-6
AGP1-GFP MLPCN	98	107	103	100	89	93
Fam108B inh	-3	0	2	1	2	-3
BCLXL inh	2	5	3	14	12	-21
CIT2-GFP yeast	103	105	100	97	87	83
MCL1-BIM inh	-2	10	-5	5	11	-14
MEX-5 binding	0.4	-0.8	2.6	-4.0	-1.2	-0.4
GLD-1 RNA inh	4	10	2	3	8	0

31: COCCCn1nnnc1SCC(=O)Nc1ccc2c(c1)OCCO2
32: COc1ccc(S(=O)(=O)NCCC(=O)NC2CCCCCCC2)cc1
33: Brc1ccc(-n2cc(-c3ccccc3)c3c(NN4CCOCC4)ncnc32)cc1
34: Cc1ccc(S(=O)(=O)NNC(=O)C2CCN(Cc3ccccc3)CC2)cc1
35: CC(C)Cc1c2c([nH]c(=S)c1C#N)CCCC2
36: Cc1cc(NC(=O)CN(C)S(=O)(=O)c2cccc(Cl)c2)no1
Assay by compound	31	32	33	34	35	36
GRK2 aptamer HTS	0	0	0	0	1	1
VLA-4 inh	2	-3	-3	-19	nt	-5
AGP1-GFP MLPCN	95	104	90	104	101	103
Fam108B inh	1	1	-5	-4	4	4
BCLXL inh	0	6	5	1	9	3
CIT2-GFP yeast	93	108	94	115	84	101
MCL1-BIM inh	1	7	1	5	2	3
MEX-5 binding	0.1	0.6	-2.6	-0.8	0.7	2.5
GLD-1 RNA inh	3	1	5	6	3	5

37: Cc1nc2ccc(NC(=S)NCc3ccccc3)cc2nc1C
38: CCOC(=O)c1cnc2c(OC)cccc2c1N1CCN(c2ccc(OC)cc2)CC1
39: COc1ccc(C(=O)N2CCN(Cc3ccc(OC)c(OC)c3)CC2)cc1
40: Cc1ncc(S(=O)(=O)c2ccccc2)c(-c2ccccc2Cl)n1
41: CC(NC(=O)c1cc(-c2ccccc2)nc2ccccc12)C1CCCO1 (centres undefined)
42: COc1cc(C(N)=O)ccc1OCc1ccccc1
Assay by compound	37	38	39	40	41	42
GRK2 aptamer HTS	0	0	5	0	0	0
VLA-4 inh	-6	-4	10	9	2	-7
AGP1-GFP MLPCN	106	102	102	97	102	95
Fam108B inh	1	-1	4	1	2	0
BCLXL inh	4	2	1	10	1	3
CIT2-GFP yeast	112	98	109	93	97	98
MCL1-BIM inh	0	-1	6	16	-2	2
MEX-5 binding	1.2	-1.4	-2.1	-0.3	1.4	0.5
GLD-1 RNA inh	-1	0	4	17	-5	-6

43: COc1ccc(CNC(=O)COC(=O)CNC(=O)c2sc3ccccc3c2Cl)cc1OC
44: CC(=O)NC(Cc1ccc(C(C)C)cc1)C(=O)NC1CCN(C(=O)c2cccc(C)c2)CC1 (centres undefined)
45: CC(=O)c1cccc(NC(=O)Cn2cnc(S(=O)(=O)N3CCOCC3)c2)c1
46: O=C(C[C@H]1C/C=C\C[C@H](Cc2ccc(F)cc2)C(=O)O[C@@H](c2ccccc2)CNC1=O)NCCO
47: CC(=O)C1C(c2ccc(O)cc2)NC(=O)NC1(O)C(F)(F)F (centres undefined)
48: N#Cc1c2ncn(CC(=O)c3ccc(Br)cc3)c(=O)c2c2n1CCC2
Assay by compound	43	44	45	46	47	48
GRK2 aptamer HTS	1	0	20	7	2	0
VLA-4 inh	18	-5	18	13	-2	8
AGP1-GFP MLPCN	103	107	100	102	106	105
Fam108B inh	nt	-4	2	nt	-1	-1
BCLXL inh	-2	0	5	nt	-3	7
CIT2-GFP yeast	94	99	102	96	99	104
MCL1-BIM inh	-4	-1	9	nt	-3	7
MEX-5 binding	nt	3.5	1.9	nt	1.6	1.3
GLD-1 RNA inh	4	-2	8	0	6	2

49: O=C(Nc1cc([N+](=O)[O-])ccc1O)c1cccc(NC(=O)c2ccco2)c1
50: COc1cc(NC(C)=O)ccc1-c1cc2ccccc2oc1=O
51: Cc1ccc(C)c(NC(=O)CSc2nnc(C)c(=O)n2N)c1
52: COc1ccccc1N1CCN(C(=O)COc2ccc(S(=O)(=O)NC(C)(C)C)cc2)CC1
53: CCOC(=O)Cc1csc(NC(=O)CCCN2C(=O)c3ccccc3C2=O)n1
54: Cc1nnc(SCC(=O)N2CCOCC2)s1
Assay by compound	49	50	51	52	53	54
GRK2 aptamer HTS	78*	3	2	2	2	0
VLA-4 inh	-3	-15	12	7	-3	1
AGP1-GFP MLPCN	106	102	97	105	100	96
Fam108B inh	11	0	3	-4	3	-1
BCLXL inh	5	1	3	5	2	3
CIT2-GFP yeast	107	96	118	98	94	95
MCL1-BIM inh	8	0	14	0	7	-6
MEX-5 binding	-1.9	-3.2	2.4	0.3	-1.8	1.1
GLD-1 RNA inh	-2	-2	-4	1	10	-1

55: CCNCc1cc(Cl)c(OCc2ccccc2)c(OCC)c1
56: CC1(C)C(=O)Nc2ccccc2N1C(=O)CSc1nnc2ccccn12
57: COc1ccccc1/C=C/C(=O)N1CCC(c2ccccc2)C1 (centres undefined)
58: CCC(C)c1ccc2oc(-c3ccc(NC(=O)Cn4cnc5c(=O)n(C)c(=O)n(C)c54)cc3)nc2c1 (centres undefined)
59: C=CCn1c(SCC(=O)N2CCN(CCO)CC2)nc2sc3c(c2c1=O)CCC3
60: O=C(COC(=O)/C=C/c1cccs1)Nc1ccccc1Cl
Assay by compound	55	56	57	58	59	60
GRK2 aptamer HTS	0	8	0	4	3	9
VLA-4 inh	43	-3	11	-12	11	3
AGP1-GFP MLPCN	98	102	97	103	104	104
Fam108B inh	3	1	3	-7	-1	1
BCLXL inh	6	0	2	-2	1	2
CIT2-GFP yeast	98	98	99	103	94	110
MCL1-BIM inh	0	12	8	-5	10	-4
MEX-5 binding	-1.1	-1.8	1.7	-1.7	-2.5	1.1
GLD-1 RNA inh	1	-6	6	2	0	0

# Assay outcomes (PubChem)
